Screens as filed in PubChem BioAssay.
RECQ1 helicase: qHTS Assay for Inhibitors of RecQ-Like Dna Helicase 1 (RECQ1); RECQ1 DNA unwinding, red fluorescence kinetic read; AID 2549, 2010; ATP-dependent DNA helicase Q1 (Homo sapiens), P46063; Potency, µM (doses to about 57.3 µM), for the others: at the highest dose activity, negative = inhibition, actives largely listed as inhibitors; 0.54% of 240,000 active;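 also: plate controls were vehicle for no effect and no enzyme for full effect; nearly all actives have a fitted effect of over 30% in size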
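RECQ1T1 50 nM; forked duplex (20 bp + 30-nt ss tails) 200 nM, ATP 2 mM final; pH 8.0, 2 mM MgCl2, 2.5 ug/ml poly(dI-dC); 15 min compound preincubation; discontinuous kinetic read over 2 h at RT.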
Lamin A splicing: qHTS Assay for Modulators of Lamin A Splicing. AID 1487, 2009. Potency, µM (top dose mostly 46.1 µM), inactives show top-dose ratio change, negative = inhibition, usual class: inhibitors. 0.01% of 200,000 active. HeLa LMNA splicing GFP/RFP minigene ratio, 48 h; active = well fitted inhibition curve with a large enough effect in the signal ratio, with a control signal flat, not every such curve was filed as active; inconclusive = small, poorly fitted or top-dose-only effect, or effect the other way, or a change in a side signal; the % refers to the signal ratio; also: % is scaled to controls: 0 for no effect and ±100 for the full control effect
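S3 HeLa cells stably expressing lamin A-EGFP splicing minigene plus DsRed2, 600 cells/well, 48 h compound exposure at 37C. Laser-scanning cytometry; analysed as GFP (500-530 nm)/RFP (575-640 nm) total intensity ratio; 0.5% DMSO vehicle.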
SMN2 splice up: qHTS Assay for Enhancers of SMN2 Splice Variant Expression. Potency, µM (highest dose often 46.1 µM), inactives show at the top dose activity change, positive = activation, usual class: activators. 2.8% of 210,000 active. HEK293 SMN2-luciferase splicing reporter, luminescence, 30-36 h; also: % of control where 0% means no effect; nearly all actives have a fitted effect of over 55% in size
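HEK293 cells carry an SMN2 […]–luciferase reporter in which exon 7 inclusion puts luciferase in frame. Cells were plated 10-12 h before compound addition, then incubated 30-36 h at 37C. ONE-Glo luminescence was read; sodium butyrate at 4.5 mM final served as control.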
KDM4E inh: qHTS Assay for Inhibitors of Human Jumonji Domain Containing 2E (JMJD2E) | Lysine-specific demethylase 4E (Homo sapiens), B2RXH2 | JMJD2E catalytic domain, FDH-coupled NADH fluorescence (FDH is formaldehyde dehydrogenase) | Potency, µM (series often up to 57.1 µM), for inactives: at the highest dose activity change, negative = inhibition, most hits filed as inhibitors | 1.6% of 230,000 active; active = well fitted inhibition curve with a large enough effect, not every such curve was filed as active; inconclusive = small, poorly fitted or top-dose-only effect, or another doubt; inactive = no such curve, though single readings can be large or run the other way;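 also: 0% = wells with enzyme and -100% = buffer wells without enzyme; nearly all actives have a fitted effect of over 50% in size; many of its hits are not listed in these tables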
Target sequence (B2RXH2 1-337 limits assumed): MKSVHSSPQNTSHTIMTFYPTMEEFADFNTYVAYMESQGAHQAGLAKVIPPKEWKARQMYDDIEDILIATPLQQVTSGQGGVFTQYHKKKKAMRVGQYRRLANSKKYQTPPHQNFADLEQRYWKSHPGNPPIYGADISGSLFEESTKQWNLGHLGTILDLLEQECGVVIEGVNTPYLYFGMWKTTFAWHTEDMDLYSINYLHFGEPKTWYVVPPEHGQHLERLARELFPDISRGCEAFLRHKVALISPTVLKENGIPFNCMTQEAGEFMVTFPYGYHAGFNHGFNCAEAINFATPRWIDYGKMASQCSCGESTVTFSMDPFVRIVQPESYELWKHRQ
TRb-SRC2 inh: qHTS for Inhibitors of the Interaction of Thyroid Hormone Receptor and Steroid Receptor Coregulator 2 | Thyroid hormone receptor beta (Homo sapiens), P10828 | TRbeta-SRC2 peptide binding, fluorescence polarization; receptor liganded with 1 µM T3 | Potency, µM (top dose mostly 106 µM), for inactives: at the top dose activity change, negative = inhibition, hits mostly inhibitors | 0.065% of 280,000 active;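 also: plate controls were bound peptide for no effect and peptide without receptor for full effect; nearly all actives have a fitted effect of over 50% in size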
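Binding of a 20-amino-acid Texas Red SRC2 peptide (20 nM) to TRb ligand-binding domain (0.6 uM) with agonist T3 at 1 uM was followed by fluorescence polarization after a 5 hr room-temperature incubation.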
TR SRC2 fluor cs: Total Fluorescence Counterscreen for Inhibitors of the Interaction of Thyroid Hormone Receptor and Steroid Receptor Coregulator 2. TRb/SRC2 Texas Red total fluorescence interference. Potency, µM (titrated, usually from 106 µM), without a hit: at the highest dose fluorescence change, negative = quenching. 0.29% of 280,000 active; active = well fitted curve in either direction with a large enough effect; inconclusive = small, poorly fitted or top-dose-only effect; also: % is scaled to controls: 0 for no effect and ±100 for the full control effect
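Human TRb ligand-binding domain at 0.6 uM with 20 nM Texas Red SRC2 peptide in Tris buffer containing 1 uM T3 and 5% DMSO, incubated with compound 5 h at ambient temperature. Total fluorescence (555/632 nm) calculated as parallel + 2 × perpendicular.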
ALDH1A1 inh: qHTS Assay for Inhibitors of Aldehyde Dehydrogenase 1 (ALDH1A1). Purified ALDH1A1, NADH fluorescence, propionaldehyde substrate. Potency, µM (highest dose often 75.3 µM), without a hit: at the highest dose activity, negative = inhibition, most hits filed as inhibitors. 7.3% of 220,000 active. AID 1030, 2008; active = well fitted inhibition curve with a large enough effect, not every such curve was filed as active; inconclusive = small, poorly fitted or top-dose-only effect, or another doubt; inactive = no such curve, though single readings can be large or run the other way;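 also: plate controls were no enzyme wells and a reference inhibitor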
Target sequence (P00352 whole entry, looked up): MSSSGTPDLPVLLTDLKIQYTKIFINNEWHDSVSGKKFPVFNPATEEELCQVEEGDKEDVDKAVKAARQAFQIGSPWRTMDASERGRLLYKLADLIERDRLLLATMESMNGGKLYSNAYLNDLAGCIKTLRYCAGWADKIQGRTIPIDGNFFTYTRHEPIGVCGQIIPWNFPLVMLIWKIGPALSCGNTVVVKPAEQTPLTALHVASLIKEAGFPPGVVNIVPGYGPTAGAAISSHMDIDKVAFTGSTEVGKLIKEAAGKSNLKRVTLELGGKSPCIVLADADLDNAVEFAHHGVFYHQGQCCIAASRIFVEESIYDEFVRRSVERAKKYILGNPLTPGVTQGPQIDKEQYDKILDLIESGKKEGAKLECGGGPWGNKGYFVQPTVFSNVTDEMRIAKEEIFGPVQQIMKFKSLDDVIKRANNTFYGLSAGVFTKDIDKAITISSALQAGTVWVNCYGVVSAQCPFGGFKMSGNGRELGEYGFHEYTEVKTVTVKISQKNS
GoLoco inh red: qHTS Assay for Inhibitors of RGS12 GoLoco Motif Activity (Red Fluorophore); 0.44% of 230,000 active; Potency, µM (highest dose often 61.6 µM), inactives show at the highest dose activity, negative = inhibition, actives largely listed as inhibitors; AID 880, 2007; Gai1:RGS12 GoLoco peptide FP, rhodamine, 10 min; active = well fitted inhibition curve with a large enough effect, not every such curve was filed as active; inactive = no such curve, though single readings can be large or run the other way; also: % is scaled to controls: 0 for no effect and ±100 for the full control effect; nearly all actives have a fitted effect of over 30% in size; many of its hits are not listed in these tables
Starred values were filed as active, the others as inactive; i = inactive; ? = inconclusive; · = not tested or not shown; [ ] = another dose, or the depositor's remark. Unless noted, calls follow the shape of the dose curve; as a rule, active = well fitted curve in the direction sought with a large enough effect; inconclusive = small, poorly fitted or top-dose-only effect, or another doubt; inactive = no such curve, though single readings can be large; an effect the other way counts as inactive or inconclusive. Potency is read from the fitted curve at half-maximal effect.

SMILES	RECQ1 helicase	Lamin A splicing	SMN2 splice up	KDM4E inh	TRb-SRC2 inh	TR SRC2 fluor cs	ALDH1A1 inh	GoLoco inh red
C=CC(=O)NC(C)C	3%	·	3%	·	-2%	-1%	2%	1%
CCOC(=O)CC(=O)CSc1nc(-c2ccccc2)cc(-c2ccccc2)c1C#N	10%	?	-31%[inhibitor]	?	0%	0%	?	78%[activator]
c1ccc(Cn2nnc3c(N4CCC5(CC4)OCCO5)ncnc32)cc1	-6%	-9%	-14%	7%	-3%	1%	-10%	0%
Cc1nn(CC(=O)Nc2cccnc2N2CCOCC2)c(=O)c2ccccc12	i	9%	-4%	-7%	-2%	2%	?	5%
CCCCOC(=O)Nc1ccc(C(N)=O)cc1	-13%	-5%	?	-4%	3%	-1%	11%	0%
COC(=O)c1sc(-c2ccccc2)cc1NC(=O)c1ccc(OC)cc1	8%	8%	-13%	-6%	2%	-1%	10%	5%
CCn1c(SC(C)C)nnc1-c1cc(-c2ccccc2)sc1N	-4%	?	-38%[inhibitor]	?	1%	0%	?	9%
NNC(=O)c1sc(-c2ccccc2)cc1N	-14%	-6%[46 µM]	21%	?	-2%	0%	28µM*	10%
Cc1ccc(NC(=O)NCc2c(C)nn(C)c2C)cc1Cl	-4%	-4%[46 µM]	16µM*	3%	5%	0%	-3%	4%
CC(=O)Nc1ccc(C(=O)OCC(=O)N(Cc2ccccc2)C(C)(C)C)cc1	3%	-1%	-3%	3%	-2%	1%	-10%	7%
COC(CNC(=O)Cn1ncc2ccsc2c1=O)OC	-11%	11%	2%	0%	-4%	-3%	-3%	-3%
CCCC(C)C(=O)N(Cc1ccccc1)c1ccccn1 (configuration not stated)	-2%	1%	-15%	-6%	2%	-6%	-10%	7%
O=C(Nc1ccc2c(c1)N(Cc1ccccc1)C(=O)c1ccccc1S2)NC1CC1	-17%	?	·	12%	-4%	-1%	?	2%
O=C(CN1CCC(C(=O)c2ccc3c(c2)OCCO3)CC1)NC1CCCC1	-6%	?	-31%[inhibitor]	?	-2%	-3%	?	1%
CCOC(=O)C1=C(C)N(C)C(=O)C1CC(=O)O (configuration not stated)	3%	?	-5%	8%	2%	2%	14%	-2%
CCOc1cc(C2NN=C(c3ccc(C)cc3)S2)ccc1O (configuration not stated)	-18%	5%	16µM*	?	0%	-1%	?	6%
CCOC(=O)c1cnn(-c2ccccc2)c1-n1cccc1C(=O)C(=O)Nc1ccccc1C(F)(F)F	-8%	?	-16%	-1%	-7%	-2%	12%	3%
CNC(=O)OC(C)CNS(=O)(=O)c1ccc(C)cc1 (configuration not stated)	i	-5%	3%	1%	-6%	1%	0%	4%
COCCNC(=O)/C(C#N)=C/c1cccc(NC(=O)c2ccccc2Cl)c1	-14%	-12%	24%	?	-11%	-1%	16µM*	10%
CC(=O)Nc1ccc2c(c1)C(=O)c1ccccc1C2=O	0%	1%	13µM*	6%	5%	-5%	3.5µM*	8%
CC(=O)Oc1ccc(C(=O)O)c(OC(C)=O)c1	i	·	·	?	5%	0%	-2%	-11%
COc1ccc(OC)c(C(=O)COC(=O)c2ccccc2O)c1	-4%	?	5%	?	-1%	-4%	-8%	2%
O=C(CN1CCN(Cc2ccccc2)CC1)N/N=C\C=C/c1ccco1	-5%	2%	2%	?	9%	-17%	?	11%
O=C(CSc1nc2ccccc2o1)NC(=O)NCc1ccco1	-24%	-17%	3%	-6%	-26%	1%	-40%	11%

Another view of part of the listing above:
Molecule | RECQ1 helicase | Lamin A splicing | SMN2 splice up | KDM4E inh | TRb-SRC2 inh | TR SRC2 fluor cs | ALDH1A1 inh | GoLoco inh red
O=C(Nc1ccc2c(c1)N(Cc1ccccc1)C(=O)c1ccccc1S2)NC1CC1 | -17% | ? | · | 12% | -4% | -1% | ? | 2%
O=C(CN1CCC(C(=O)c2ccc3c(c2)OCCO3)CC1)NC1CCCC1 | -6% | ? | -31%[inhibitor] | ? | -2% | -3% | ? | 1%

(list continues)
SMILES	RECQ1 helicase	Lamin A splicing	SMN2 splice up	KDM4E inh	TRb-SRC2 inh	TR SRC2 fluor cs	ALDH1A1 inh	GoLoco inh red
O=C(C[n+]1cc(-c2ccc(Cl)c(Cl)c2)n2c1CCC2)N1c2ccccc2Sc2ccccc21	-2%	?	-9%	2%	-33%[53 µM]	?	?	-10%
COC(=O)c1c(NC(=O)COC(=O)c2ccc(O)cc2)sc2c1CCCCC2	-14%	-5%	·	?	4%	-4%	?	·
CC1CCN(CCNC(=O)c2ccc(NC(=O)C3CCCO3)cc2)CC1 (configuration not stated)	-10%	-2%	4%	3%	-5%	-2%	3%	-1%
CN(C)S(=O)(=O)c1cc(NC(=O)CN2CCN(c3ccc(O)cc3)CC2)ccc1Cl	-14%	9%[9.22 µM]	-18%	?	-3%	-1%	13µM*	1%
CCCCn1nnnc1NCc1ccc(OC)c(OC)c1	12%	-10%	-23%	13%	-6%	-1%	-3%	0%
O=C(O)CCc1ccc(-c2cccs2)o1	-21%	1%	13%	?	4%	-3%	1µM*	-20%
C=CCN(CC=C)C(=O)CN1C(=O)c2ccccc2C1=O	-5%	-2%	1%	3%	-15%	-3%	3%	1%
CCC(C)NC(=O)NCc1ccccc1F (configuration not stated)	i	8%[46 µM]	2%	-1%	2%	1%	7%	-3%
c1ccc(CSc2nnnn2-c2cccc3ccccc23)nc1	-14%	13%	-11%	10%	-1%	0%	20µM*	3%
O=C(CCC(=O)Nc1ccccc1Cl)NNC(=O)c1ccccc1[N+](=O)[O-]	-2%	-15%[46 µM]	15%	-4%	-9%	-2%	-5%	14%
COc1ccc(/C=C/C(=O)NCC(c2ccc(F)cc2)N2CCOCC2)cc1OC (configuration not stated)	-10%	·	·	?	0%	0%	·	4%
c1ccc(-n2cc(CN3CCCC3)c(-c3ccc4c(c3)OCO4)n2)cc1	i	·	·	-2%	0%	-7%	?	13%
Cc1cccc(C)c1NC(=O)CSc1nnc(NC(=O)CN2CCOCC2)s1	-2%	6%[0.0737 µM]	-16%	13%	-20%	1%	11%	15%
CC(=N/O)/C(C)=N\NC(=O)c1ccccn1	i	-7%[9.22 µM]	?	3%	1%	-2%	12%	-4%
CCOC(=O)C1(Cc2ccccc2C(F)(F)F)CCN(C2CCCC2)CC1	i	-9%[46 µM]	·	7%	-4%	-3%	0%	4%
Cc1ccc(C(=O)COC(=O)CCc2ccc(S(=O)(=O)N3CCCCC3)cc2)cc1	-12%	3%	2%	-2%	2%	1%	?	9%
O=C(N/N=C/c1ccccc1O)C(=O)Nc1ccccn1	-7%	·	-14%	15%	-1%	1%	-2%	9%
COCCNc1ccc(-c2nn(C)c(=O)c3ccccc23)cc1[N+](=O)[O-]	-12%	·	·	3%	-1%	-1%	·	-9%
CSc1ccc(CNCCN2CCOCC2)cc1	i	10%[46 µM]	13%	-6%	-2%	-2%	-2%	9%
Cc1ccccc1OCc1csc(N)n1	i	-19%[46 µM]	5%	-2%	-8%	-3%	12%	6%
COc1cccc(N2C(=O)C(c3ccccc3)=C(c3nc4ccccc4s3)C2NC(C)=O)c1 (configuration not stated)	-6%	-1%	25%	-6%	0%	-5%	?	12%
CCCNC(=S)N1CCC(NC(=O)C23CC4CC(CC(C4)C2)C3)CC1	i	?	-30%[inhibitor]	5%	6%	-2%	-3%	2%
COc1ccc([N+](=O)[O-])cc1NC(=O)CSCc1ccccc1	-7%	-8%	·	-6%	0%	0%	?	·
COc1ccc(-c2nc(NC(=O)C3CCN(c4nc5ccccc5o4)CC3)sc2C)cc1	0%	?	-66%[inhibitor]	-2%	3%	1%	5%	4%
CCOC(=O)COc1ccc2c3c(c(=O)oc2c1C)CCC3	-9%	-1%	?	?	6%	1%	?	9%
Cn1c2c(c(=O)n(C)c1=O)C(c1ccc(F)cc1)C(C#N)=C(N)O2 (configuration not stated)	-4%	-5%[46 µM]	-2%	-7%	-6%	2%	5%	6%
CNC(=O)NNC(=O)c1onc(-c2c(Cl)cccc2Cl)c1C(=O)OC	-1%	·	·	1%	1%	1%	·	0%
Cc1cc(C)nc(NS(=O)(=O)c2ccc(CC(C)C)cc2)c1	-1%	·	·	?	-5%	-2%	·	8%
NS(=O)(=O)c1cccc(NS(=O)(=O)c2ccc(/C=C/C(=O)OCC(=O)c3ccc(Br)cc3)cc2)c1	?	-6%[46 µM]	3%	0%	8%	1%	-2%	11%
O=C(O)c1cn(-c2ccccc2)c(=O)c2ccccc12	-7%	-1%	3%	?	-7%	-1%	8%	2%
O=C(Nc1nccs1)c1ccc(Cl)c(S(=O)(=O)N2CCOCC2)c1	1%	?	-19%	2%	2%	3%	-8%	1%
O=C(NCCCN1CCOCC1)c1sc2ccccc2c1Cl	-8%	7%[46 µM]	·	1%	-6%	1%	-21%	5%
CC1(C)Cc2c(sc3nc(-c4cc5ccccc5o4)n(N)c(=O)c23)CO1	i	-6%	11µM*	-3%	-1%	0%	?	3%
Cc1nn(CC(=O)NCC2CCCO2)c(C)c1[N+](=O)[O-] (configuration not stated)	7%	?	·	-8%	-3%	2%	-4%	-1%
Cc1cc(C)nc(/N=C2\NC(=O)CC(C(=O)O)N2c2ccc(F)c(Cl)c2)n1 (configuration not stated)	i	-8%[46 µM]	-6%	-2%	-2%	-1%	-1%	10%
COc1ccc(CNC(=O)CCn2c(=O)[nH]c3ccccc3c2=O)cc1	-13%	5%[46 µM]	12%	3%	-5%	0%	-3%	-1%
CN(C)c1ccc(NC(=O)Cn2c(=O)n(Cc3ccccc3)c(=O)c3ccccc32)cc1	-13%	15%	-22%	-2%	-14%	-2%	2%	-15%

Some of the compounds tested; count on the stated rates, not on these rows.
